Screens as filed in PubChem.
rCAG binder: binds r(CAG) RNA repeats. r(CAG) RNA repeat, TO-PRO-1 dye displacement fluorescence. inhibition, % at 3 µM. 370,000 tested, 1.3% active;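 active = inhibition above the plate cutoff, the mean of all test compounds on that plate plus 3 SD, cut at about 35% in these data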;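 note: 0% = DMSO alone and 100% = 100 µM mitoxantrone as full dye displacement; higher means more dye released from RNA so lower well fluorescence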
MBD2 inh: MBD2-methylated oligo binding inhibition. inhibition, % at 4.4 µM. 370,000 tested, 0.31% active. TR-FRET, MBD2 binding to methylated oligonucleotide; in the data active = inhibition above about 13%
Target sequence (Q9UBB5 whole entry, looked up): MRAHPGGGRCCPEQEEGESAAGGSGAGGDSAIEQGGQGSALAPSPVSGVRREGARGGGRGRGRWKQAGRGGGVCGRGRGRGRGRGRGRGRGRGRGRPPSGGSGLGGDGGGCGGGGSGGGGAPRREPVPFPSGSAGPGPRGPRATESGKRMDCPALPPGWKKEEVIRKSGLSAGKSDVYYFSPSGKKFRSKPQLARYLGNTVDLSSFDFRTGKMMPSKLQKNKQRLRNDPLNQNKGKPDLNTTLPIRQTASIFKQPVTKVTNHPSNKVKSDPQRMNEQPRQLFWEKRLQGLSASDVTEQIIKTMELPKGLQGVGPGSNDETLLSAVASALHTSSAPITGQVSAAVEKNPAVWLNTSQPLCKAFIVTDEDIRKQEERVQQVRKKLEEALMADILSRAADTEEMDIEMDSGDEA
GC-B act: GC-B (human) receptor activation; HEK293-GC-B cells, CNP EC30, cGMP TR-FRET; 0% at EC30 CNP, 100% saturating CNP; P20594; activation, % at 10 µM; 370,000 tested, 0.11% active;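 active = activation at 10 µM reaching about 35% in either raw or pattern-adjusted values, limit read from the data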
TCR CD3 inh: blocks the human TCR-CD3 interaction; TAMRA-labeled TCR probe fluorescence, biochemical; inhibition, % at 9.4 µM; 360,000 tested, 0.37% active; AID 651800; in the data active = inhibition above about 19%;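 note: recombinant mutant TCR 2C K166C tagged with TAMRA read by polarization; 0% = receptor in buffer alone and 100% = receptor with positive control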
TDP2 inh: TDP2 (human) inhibition, absorbance primary screen. O95551. recombinant TDP2, T5PNP hydrolysis, p-nitrophenol absorbance 415 nm. inhibition, % at 12.8 µM. 370,000 tested, 0.34% active. AID 720702;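 active = inhibition above the mean of all tested compounds plus 3 SD, set per campaign, cut at about 25% in these data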;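 note: 0% = DMSO with enzyme and 100% = buffer with substrate but no TDP2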
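Evaluation: % inhibition relative to enzyme-containing and enzyme-free wells. Material: recombinant human TDP2. Benchmarks: enzyme-free and DMSO wells. Timing: enzyme reaction with compound for 2 h at 37 °C. Compound dosing: 12.8 µM only. Measured by: p-Nitrophenol epi absorbance. Reagent: T5PNP substrate at 5 mM, a TopII-DNA adduct mimic. Replication: single well per compound.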
SIAE primary: inhibitors of human sialic acid acetylesterase SIAE; SIAE FP-Rh probe binding, fluorescence polarization; 370,000 tested, 0.69% active; Q9HAT2; inhibition, % at 9.66 µM;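 active = inhibition above a cutoff: mean of compounds within the control limits plus 3 SD of those, cut at about 17% in these data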;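 note: 0% = plate median of compound wells and 100% = probe without SIAE protein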
Target sequence (Q9HAT2 whole entry, looked up): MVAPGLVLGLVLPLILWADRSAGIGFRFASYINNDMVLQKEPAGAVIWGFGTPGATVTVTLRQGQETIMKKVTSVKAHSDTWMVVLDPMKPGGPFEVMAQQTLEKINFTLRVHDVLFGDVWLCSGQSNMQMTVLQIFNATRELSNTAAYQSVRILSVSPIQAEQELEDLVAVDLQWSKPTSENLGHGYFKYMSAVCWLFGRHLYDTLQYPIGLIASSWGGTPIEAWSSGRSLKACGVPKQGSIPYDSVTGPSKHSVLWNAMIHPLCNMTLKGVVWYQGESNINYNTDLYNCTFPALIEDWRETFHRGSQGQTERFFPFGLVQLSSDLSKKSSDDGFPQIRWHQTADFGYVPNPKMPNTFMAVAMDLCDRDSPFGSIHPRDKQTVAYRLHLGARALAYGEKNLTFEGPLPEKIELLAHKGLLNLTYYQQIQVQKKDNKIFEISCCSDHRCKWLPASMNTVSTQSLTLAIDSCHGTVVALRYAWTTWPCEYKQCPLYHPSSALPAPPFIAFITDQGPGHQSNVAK
LEDGF integ inh: blocks HIV-1 LEDGF/p75-dependent DNA integration. TR-FRET IN-LEDGF/p75 DNA integration, Eu/Cy5. inhibition, % at 3.7 µM. 370,000 tested, 0.64% active;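 active = inhibition above the screen-wide mean plus 3 SD, cut at about 13% in these data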;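 note: signal is the Cy5 over europium emission ratio at 671 and 618 nm; 0% = plate median of compound wells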
HTRA1 inhibitor: HTRA1 (human) protease inhibition; recombinant HTRA1, FP-rhodamine activity-based probe, fluorescence polarization; Q92743; 340,000 tested, 0.5% active; inhibition, % at 5.96 µM; AID 504803; in the data active = inhibition above about 36%;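 note: 0% = enzyme with DMSO and 100% = wells lacking enzyme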
mABHD4 FP: ABHD4 (mouse) inhibition, primary FP screen; purified mABHD4, FP-Rh probe fluorescence polarization; 370,000 tested, 0.54% active; AID 720543; Q8VD66; inhibition, % at 8.92 µM;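 active = inhibition exceeding the mean over every tested compound plus 3 SD, cut at about 30% in these data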;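 note: 0% = plate median of compound wells and 100% = S159A mutant with DMSO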
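Doses – 8.92 µM, single dose · Material – wild-type mouse ABHD4 protein · Replication – single well per compound (singlicate) · Measure – percent inhibition of probe binding, normalized to plate controls · Schedule – 45 min compound pre-incubation plus 60 min probe step, 25 °C · Detection – fluorescence polarization with parallel and perpendicular emission, 525/598 nm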
PRMT1 inh: PRMT1 (human) inhibition, primary screen | Q99873 | recombinant PRMT1, activity-based probe fluorescence polarization | inhibition, % at 2.79 µM | 370,000 tested, 1.3% active | AID 652257;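 active = inhibition above about 21% made by adding two undisclosed values, limit read from the data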
The depositor's hits bear a star; . = not tested or not shown. These rows are one share of the data; rates above refer to the full screens.

Under each structure: rCAG binder	MBD2 inh	GC-B act	TCR CD3 inh	TDP2 inh	SIAE primary	LEDGF integ inh	HTRA1 inhibitor	mABHD4 FP	PRMT1 inh
- CCOCCCNC(=O)c1cc2c(-c3ccc(Cl)cc3)nn(C)c2s1
→ 3	3	2	-7	8	-21	-4	-43	-14	5
- COc1cccc(CNC(=O)[C@H]2CCCN2C(=O)[C@H]2CCCN2C(=O)c2cccc(F)c2)c1
→ 0	-3	0	0	6	-2	1	.	2	-1
- COc1ccc(CN(C)C(=O)c2sccc2-c2ccccc2)c(OC)c1
→ -6	-2	-4	-8	-9	2	-7	-16	4	-2
- Cc1n[nH]c(C)c1S(=O)(=O)N1CCN(S(=O)(=O)c2cccc(F)c2)CC1
→ 0	3	-3	-4	7	-1	-1	-5	7	0
- O=C(CN1C(=O)NC(Cc2c[nH]c3ccccc23)C1=O)Nc1cccc(S(=O)(=O)N2CCCC2)c1 (centres undefined)
→ 9	3	3	-3	4	-2	-5	-8	-4	1
- O=C(O)c1cccc(S(=O)(=O)Nc2ccc(S(=O)(=O)N3CCOCC3)cc2)c1
→ 1	1	1	4	12	1	1	5	3	1
- CC(C)CCCN1C(N(C)C)=NC[C@@H]1Cc1ccccc1
→ 1	0	-12	3	7	3	2	4	4	-1
- CCOC(=O)[C@H](CCc1ccccc1)N[C@@H](C)C(=O)N1Cc2cc(OC)c(OC)cc2C[C@H]1C(=O)O
→ 6	4	-7	.	-7	-3	6	.	-2	-2
- CCOc1nc2ccccc2cc1C=O
→ 0	-7	-9	0	-2	2	-5	2	2	-1
- COc1ccc(-c2noc(CN3CCN(C(=O)c4cccs4)CC3)n2)c(OC)c1OC
→ -5	-2	4	2	6	1	3	0	0	-3
- CC(=O)c1c(C)[nH]c(C(=O)N2CCc3ccccc32)c1C
→ -1	4	5	-6	-9	-1	-9	1	-4	3
- CN(CC(=O)NCCc1ccc(S(N)(=O)=O)cc1)S(=O)(=O)/C=C/c1ccccc1
→ 3	-2	1	-3	1	-4	3	3	4	1
- Cc1onc(C(=O)Nc2c(C)n(C)n(-c3ccccc3)c2=O)c1[N+](=O)[O-]
→ 6	-6	2	-20	9	4	2	-1	-3	-2
- Oc1ccccc1/C=N/NC(=S)NC1CC2C=CC1C2 (centres undefined)
→ 7	-2	5	18	6	7	1	34	16	3
- CC(C)c1ccc(-c2cc(C(=O)NN3CCN(C)CC3)c3ccccc3n2)cc1
→ 0	1	-6	-5	-3	0	3	2	-3	4
- O=C(COC(=O)c1ccc2c(c1)OCO2)NCc1ccc(Cl)cc1
→ -2	-2	2	0	7	6	-3	-3	6	3
- Cc1ccccc1NS(=O)(=O)c1cc(C(=O)NCCC2=CCCCC2)ccc1C
→ 0	-7	2	-4	9	-6	1	-35	-5	1
- CC(C)CC1C(=O)N(Cc2cn(CCC3OCCCO3)nn2)CCS(=O)(=O)N1Cc1ccc(-c2cccc(CO)c2)cc1 (centres undefined)
→ 3	0	1	8	3	0	-1	-9	-1	-1
- CC(C)N(C(=O)Cn1c(Cl)nc2ccccc21)C(C)C
→ -1	1	-2	0	-7	0	0	-2	0	-5
- O=C(CCCN1C(=O)/C(=C/c2ccccc2Cl)SC1=S)NNC(=O)c1ccccc1
→ 0	2	-2	-1	3	-5	5	-2	-36	1
- COC(=O)c1c(-c2ccc(F)cc2)csc1NC(=O)c1ccco1
→ 8	0	-22	1	1	-22	1	-13	-3	-3
- C=CS(=O)(=O)c1c2cc(OC)ccc2nc2ccc(OC)cc12
→ 3	-2	-6	3	4	5	-3	6	11	10
- Cn1c(SCC(=O)NC(=O)Nc2ccccc2)nnc1-c1ccncc1
→ -4	1	4	1	-9	-3	4	.	-5	0
- CCc1cccc2c(C(=O)CN3C(=O)C(=O)N(C4CCCC4)C3=O)c[nH]c12
→ 9	9	-2	-1	-1	3	-6	1	-11	-1
- NCCNc1ccc([N+](=O)[O-])cc1
→ 2	-8	-3	-2	-23	7	5	7	-6	-5
- COc1ccc(C(=O)N2CCCC(C)(C(=O)NS(=O)(=O)C3CC3)C2)cc1 (centres undefined)
→ 1	-8	2	2	-2	3	5	.	-9	-2
- CCCCN(C(=O)CSc1nnc(-c2ccccc2)n1C)c1c(N)n(Cc2ccccc2)c(=O)[nH]c1=O
→ 0	-7	5	1	0	-4	-7	1	-1	-2
- COCCC(=O)N1CCC(Oc2ccc(C(=O)NCCSC)cc2)CC1
→ -4	-3	-3	-4	11	1	-2	9	1	-3
- COCC(=O)Oc1c(Sc2ccccc2[N+](=O)[O-])c(C)nn1C(C)(C)C
→ 1	-7	1	-4	-12	-1	8	0	0	5
- COc1ccc(O)c(-c2[nH]ncc2C(=O)c2ccccc2)c1
→ 4	-1	-5	-10	1	4	4	1	5	3
- Cc1ccc([C@H]2C[C@@H](n3cc(C4CC4)nn3)[C@H](O)CN2C(=O)C2CCCCC2)cc1
→ -3	-2	-2	-1	6	-4	-1	-2	6	1
- CC(=O)Nc1ccc(S(=O)(=O)N2CCNC(=O)C2)cc1
→ 1	-2	0	2	0	0	-1	1	2	-3
- COc1ccc(C2=NOC(C(=O)NCc3ccco3)C2)cc1OC (centres undefined)
→ -1	-4	1	1	-1	2	-1	4	0	1
- CCOC(=O)c1cc(S(=O)(=O)NCCc2ccc(OC)c(OC)c2)cn1C
→ -7	4	-3	-4	-13	4	-5	-1	-2	4
- C/C(=N\N1CCN(c2ccccc2)CC1)c1ccccc1O
→ -4	0	0	6	7	7	0	-1	-6	-3
- Cc1[nH]c2ccccc2c1CC(=O)Nc1ccc(Nc2cccnc2)c(-c2cccc(Cl)c2)c1
→ 14	-4	-1	7	3	15	-1	.	21	-2
- Cc1cccc(CNc2ncnc3ccc(-c4cccnc4)cc23)c1
→ 2	2	13	2	1	-7	-1	-12	-13	0
- Cc1ccc(-n2c([O-])nc(-[n+]3ccccc3)c2C=O)cc1
→ 0	0	-3	3	1	2	-3	2	-1	1
- Nc1ccc(-c2nc3ncccc3o2)c(Cl)c1
→ 1	-4	-2	11	-4	1	2	-2	-6	0
- Cc1ccc(NC(=O)CSc2n[nH]c(=O)n2C2CC2)cc1S(=O)(=O)N1CCOCC1
→ 7	-3	1	10	-7	-1	-2	-2	5	-1
- Cc1cccc(-c2noc(CCC(=O)Nc3ccc(C(N)=O)cc3)n2)c1
→ 1	1	-3	-4	-1	-6	2	.	-1	2
- Cc1cccc(NC(=O)c2cc(NC(=O)C3CC=CCC3C(=O)O)ccc2N2CCOCC2)c1 (centres undefined)
→ 14	1	-1	-6	5	-6	-4	-8	7	3
- Nc1nc(-c2ccc3c(c2)CCC(=O)N3)cs1
→ 4	-7	1	-3	7	11	-3	2	5	2
- O=C1C2CCCN2C(c2ccccc2)N1c1ccc(F)cc1 (centres undefined)
→ -1	-7	-1	7	2	-1	-1	7	3	-3
- c1ccc(Nc2ccnc(Nc3ccccc3)n2)cc1
→ 1	-2	0	-2	-19	0	-4	-9	2	2

Given with bars between the fields: entries from further up
SMILES | rCAG binder | MBD2 inh | GC-B act | TCR CD3 inh | TDP2 inh | SIAE primary | LEDGF integ inh | HTRA1 inhibitor | mABHD4 FP | PRMT1 inh
CC(=O)c1c(C)[nH]c(C(=O)N2CCc3ccccc32)c1C | -1 | 4 | 5 | -6 | -9 | -1 | -9 | 1 | -4 | 3
COc1ccc(-c2noc(CN3CCN(C(=O)c4cccs4)CC3)n2)c(OC)c1OC | -5 | -2 | 4 | 2 | 6 | 1 | 3 | 0 | 0 | -3
CC(C)N(C(=O)Cn1c(Cl)nc2ccccc21)C(C)C | -1 | 1 | -2 | 0 | -7 | 0 | 0 | -2 | 0 | -5
COc1ccc(C2=NOC(C(=O)NCc3ccco3)C2)cc1OC (centres undefined) | -1 | -4 | 1 | 1 | -1 | 2 | -1 | 4 | 0 | 1

The listing continues.
Under each structure: rCAG binder	MBD2 inh	GC-B act	TCR CD3 inh	TDP2 inh	SIAE primary	LEDGF integ inh	HTRA1 inhibitor	mABHD4 FP	PRMT1 inh
- NS(=O)(=O)c1ccc(NN=C2CCN(Cc3ccccc3)CC2)c([N+](=O)[O-])c1
→ 1	-2	6	-2	-6	2	2	0	-6	-1
- O=C(c1ccco1)N1CCN(S(=O)(=O)c2ccc3c(c2)OCCO3)CC1
→ 3	-2	0	-13	-2	1	1	8	-11	7
- OCCN(Cc1ccccc1)CC(O)COc1ccc2c(c1)OCO2 (centres undefined)
→ -7	3	1	-4	5	-1	-3	4	3	3
- CC(C)(C)Cc1nnc(NC(=O)CN2C(=O)c3ccccc3C2=O)s1
→ -5	3	-4	5	-5	-1	5	2	-1	4
- O=C(Nc1nnc(C2CC2)s1)C1COc2ccccc2O1 (centres undefined)
→ 0	-2	2	8	-12	-1	-1	-5	0	0
- O=[N+]([O-])c1cc(-c2cccnc2)n[nH]1
→ 1	6	1	6	5	1	3	-5	1	-3
- O=C(COC(=O)c1n[nH]c2ccccc12)c1cc(F)ccc1F
→ 3	0	-4	12	-4	-2	-5	-4	-5	-2
- CCOC(=O)c1nc(-c2ccccc2)oc1N1CCOCC1
→ -5	0	-8	-2	13	1	-3	3	2	-2
- CN(C)CCCN(C(=O)c1ccc2ccccc2c1)c1nc2cc3c(cc2s1)OCO3
→ 5	4	-11	0	3	10	-3	-3	5	3
- O=c1oc2ccccc2c2c1ncn2-c1ccccc1
→ -2	11	-5	4	9	-5	1	-7	6	4
- O=P1(c2ccccc2)C=Cn2c1cc1c2CCCC1 (centres undefined)
→ 0	-5	0	6	11	0	1	7	2	-3
